Compound activity: PubChem BioAssay, several laboratories
MEKK2wt PB1 HTS: modulators of MEK5 binding to wildtype MEKK2, primary screen, biochemical, multiplex bead flow cytometry, Alexa488-MEK5; actives 1.1% (n = 290,000); Alexa488-MEK5 binding to MEKK2 WT; actives lie on both sides; AID 1531, 2009; Mitogen-activated protein kinase kinase kinase 2 (Homo sapiens), Q9Y2U5; binding response (% of control), % at 10 µM; in the data active = binding response below about 67% or above about 130%
NALP1 yeast inh: NALP1 inflammasome inhibitors in reconstituted yeast, colorimetric, S. cerevisiae, triplicate retest; actives 0.61% (n = 280,000); AID 2071, 2009; inhibition, % at 10 µM; S. cerevisiae NALP1/ASC/caspase-1 growth, X-gal OD620, 72 h; in the data active = inhibition mostly above about 24%, no sharp cut-off; inactive = mostly below about 32%; note: some compounds called inactive have numbers as strong as hits
M18AAP inhibitor: PfM18AAP inhibitors, malaria aminopeptidase, primary screen, biochemical, QFRET, recombinant enzyme. M18 aspartyl aminopeptidase (Plasmodium falciparum 3D7). H-Glu-NHMec fluorogenic cleavage. inhibition, % at 7.35 µM. actives 1.2% (n = 290,000). AID 1822, 2009;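 active = inhibition above the campaign mean inhibition over all tested compounds plus 3 SD, cut at about 28% in these data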;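 note: 0% = plate median of test compound wells and 100% = 2 mM ZnCl2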
IDE inh: human IDE inhibitors in live cells, primary screen, fluorescence polarization, HEK cells, FAbetaB substrate; Insulin-degrading enzyme (Homo sapiens), P14735; FAbetaB cleavage; inhibition, % at 5.59 µM; actives 0.41% (n = 320,000); AID 434962, 2010;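 active = percent inhibition above the average of all tested compounds plus 3 SD, set per screening campaign, cut at about 16% in these data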;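 note: IDE supplied by intact live HEK cells; FP after avidin binding of uncleaved biotin substrate so inhibition keeps polarization high; 0% = DMSO wells and 100% = 60 µM reference IDE inhibitor Ii1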
UBC9 SUMO inh: inhibitors of in vitro SUMOylation cascade, primary screen, biochemical, HTRF, uHTS | actives 0.36% (n = 290,000) | SUMO-conjugating enzyme UBC9 (Homo sapiens), P63279 | AID 2006, 2009 | HTRF SUMOylation assay, SAE1/SAE2 + UBC9 | inhibition, % at 35 µM; in the data active = inhibition above about 50%, passing the limit was not always enough; note: strong numbers were not always called active
Target sequence (P63279 whole entry, looked up): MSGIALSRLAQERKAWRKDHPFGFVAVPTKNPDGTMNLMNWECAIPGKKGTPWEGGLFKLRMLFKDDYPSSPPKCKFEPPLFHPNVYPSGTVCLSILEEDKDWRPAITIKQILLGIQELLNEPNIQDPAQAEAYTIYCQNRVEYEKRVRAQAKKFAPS
MEKK2mut PB1 HTS: MEK5 binding signal on mutant MEKK2 PB1, primary screen, biochemical, multiplex bead flow cytometry, Alexa488-MEK5 | Alexa488-MEK5 binding to MEKK2 mutant | percent response, % at 10 µM | actives 0.35% (n = 290,000) | AID 1530, 2009; in the data active = percent response above about 24%, passing the limit was not always enough; note: inactives centre near 1; some results filed as inactive read as strong as hits; reference of the scale not given here
IDE cell activ: human IDE activators in live cells, primary screen, fluorescence polarization, HEK cells, FAbeta-B substrate | Insulin-degrading enzyme (Homo sapiens), P14735 | FAbeta-B cleavage; 0% vehicle, 100% cell-free pure enzyme wells | activation, % at 5.96 µM | actives 0.073% (n = 340,000) | AID 493087, 2011;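 active = activation above the mean of all tested compounds plus 3 SD, set per screening campaign, cut at about 17% in these data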
p-CIP stab down: p/CIP-EGFP fusion destabilizers, primary screen, fluorescence, F442A cells; actives 0.01% (n = 290,000); AID 1984, 2009; 16 h; decrease of EGFP signal, % at 10 µM; Q05BA5;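 active = EGFP signal decrease of at least 30% at 10 µM or well 3 SD below plate mean, unless failing retest; inactive = the rest, including hits failing retest or dose response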; note: some compounds called inactive have numbers as strong as hits; many of its hits are not listed in these tables
MEKK3 PB1 HTS: modulators of MEKK3-MEK5 PB1 binding, primary screen, biochemical, wildtype MEKK3, multiplex bead flow cytometry, Alexa488-MEK5. actives 1.4% (n = 290,000). Mitogen-activated protein kinase kinase kinase 3 (Homo sapiens), Q99759. bead-based flow cytometry, Alexa488-MEK5 binding to MEKK3; actives lie on both sides; 0 = blocked by unlabeled MEK5, 100 = vehicle. binding response (% of control), % at 10 µM;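 active = binding response more than 3 SD above or below the average of its plate-row segment, actives on both sides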;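 note: Alexa488 bead fluorescence after subtracting the streptavidin-only scavenger bead signal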
Target sequence (Q99759 whole entry, looked up): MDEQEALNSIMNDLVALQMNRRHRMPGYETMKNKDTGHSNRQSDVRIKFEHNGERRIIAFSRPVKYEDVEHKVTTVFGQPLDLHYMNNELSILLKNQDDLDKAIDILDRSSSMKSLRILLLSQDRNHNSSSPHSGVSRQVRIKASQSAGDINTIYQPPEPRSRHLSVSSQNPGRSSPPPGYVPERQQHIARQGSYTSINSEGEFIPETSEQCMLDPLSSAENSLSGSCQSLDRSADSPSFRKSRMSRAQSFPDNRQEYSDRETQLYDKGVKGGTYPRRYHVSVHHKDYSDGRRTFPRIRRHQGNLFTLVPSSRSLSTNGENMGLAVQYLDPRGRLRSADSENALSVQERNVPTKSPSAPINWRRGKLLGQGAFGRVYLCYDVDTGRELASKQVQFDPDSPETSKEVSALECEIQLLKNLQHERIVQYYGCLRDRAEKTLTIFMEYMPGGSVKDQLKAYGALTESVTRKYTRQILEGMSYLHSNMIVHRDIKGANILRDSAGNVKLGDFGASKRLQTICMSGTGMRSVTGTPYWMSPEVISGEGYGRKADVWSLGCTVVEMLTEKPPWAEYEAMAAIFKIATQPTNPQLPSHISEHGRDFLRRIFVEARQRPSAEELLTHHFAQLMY
* = called active by the depositor; . = no result given; & = joins results of further samples. The list is partial; the hit share may differ from the screen's.

MEKK2wt PB1 HTS | NALP1 yeast inh | M18AAP inhibitor | IDE inh | UBC9 SUMO inh | MEKK2mut PB1 HTS | IDE cell activ | p-CIP stab down | MEKK3 PB1 HTS | smiles
95 | -13 | 11 | 4 | 4 | -3 | -5 | -4 | 111 | CCCCc1n[nH]c(=S)n1Cc1ccc(Cl)cc1
83 | -5 | 13 | -3 | 46 | -13 | -2 | -3 | 76 | c1coc(-c2nc3ccccc3nc2-c2ccco2)c1
84 | 8 | -1 | 7 | 8 | -17 | 4 | -14 | 85 | COc1ccc(CC(=O)Nc2ccc(OC(C)=O)cc2C(=O)O)cc1
100 | -24 | 5 | 7 | 20 | -1 | 2 | -2 | 95 | CCN(CC)S(=O)(=O)c1cccc(-c2nnc(SCC(=O)NC)n2CCc2ccccc2)c1
109 | 7 | 5 | -1 | 27 | 10 | 4 | -7 | 106 | Cc1cc(=O)oc2cc(OC(=O)CCN3C(=O)c4ccccc4C3=O)ccc12
97 | 1 | 4 | 5 | -24 | -2 | . | -2 | 93 | CCOC(=O)c1cn[nH]c1NC(=S)Nc1ccc(Cl)cc1
89 | 16 | 14 | . | -4 | -6 | -1 | 2 | 99 | Cc1ccc(Cn2c(O)c(N=NC(=S)Nc3ccccc3F)c3cc(S(=O)(=O)N4CCOCC4)ccc32)cc1
93 | 10 | -1 | 6 | -3 | -1 | 0 | -8 | 93 | O=c1[nH]cnc(O)c1C(c1ccc([N+](=O)[O-])cc1)c1c(O)nc[nH]c1=O
100 | 6 | 5 | 6 | 25 | 4 | -3 | 4 | 102 | CC1=C(C#N)C(c2ccc3ncccc3c2)C(C#N)=C(C)N1
101 | 8 | -6 | -1 | 13 | 3 | 1 | -14 | 102 | Cc1ccc(S(=O)(=O)NCCCNS(=O)(=O)c2ccccc2)cc1
99 | 15 | -6 | 12 | 1 | -3 | -6 | 9 | 101 | O=C(CSc1nnc2ccccn12)NNC(=O)c1ccccc1
94 | -2 | 1 | -1 | 41 | -3 | 8 | -2 | 97 | O=C(O)c1ccccc1-c1ccccc1C(=O)Nc1ccc(-c2nc3cc(Cl)ccc3o2)cc1
94&103 | 17&9 | 4&-6 | 5&8 | -6&-9 | 3&10 | 5&-1 | -7&-4 | 96&105 | CC1(C)S[C@@H]2[C@H](NC(=O)Cc3ccccc3)C(=O)N2[C@H]1C(=O)O
109 | 17 | -3 | 2 | 4 | 7 | -1 | -14 | 106 | CN(C)c1ccc(CNc2ncc(Br)cc2Br)cc1
102 | -16 | -8 | 0 | 3 | 1 | 2 | -2 | 101 | CS(=O)(=O)N(CCC#N)Cc1ccc(C=O)o1
91 | 3 | 6 | 1 | 0 | -5 | 2 | -12 | 96 | CC(NCc1ccccc1)c1ccccc1O (stereo unspecified)
99 | 10 | 2 | 8 | 8 | -2 | -2 | 3 | 98 | COc1cc(CCC(=O)NNC(=O)c2cccc(Cl)c2)cc(OC)c1OC
99 | 12 | 18 | 0 | 88 | -2 | 2 | -12 | 97 | Nc1cccc2cnccc12
113 | 30 | 2 | 3 | -2 | 6 | 1 | -12 | 104 | O=S(=O)(NCC(c1cccnc1)N1CCN(c2ccc(F)cc2)CC1)c1ccc(F)cc1 (stereo unspecified)
96 | 0 | 4 | 4 | 11 | -1 | -1 | -6 | 101 | Cc1cc(NC(=O)c2ccc(N3CCCC3)c([N+](=O)[O-])c2)no1
100 | 35 | 2 | 2 | 6 | 1 | 1 | -6 | 101 | CCOP(=O)(OCC)c1nc(-c2ccc(C)cc2)oc1NCc1ccccc1
116 | 13 | 2 | -4 | 4 | 19 | 4 | -2 | 128 | O=c1cnnc(Nc2ccccc2)[nH]1
98 | 1 | -8 | -1 | 14 | -2 | 3 | -5 | 97 | CC1(C)Cc2ccccc2C(C(Cc2ccccc2)C(N)=O)=N1 (stereo unspecified)
97 | 9 | 5 | 6 | -5 | 0 | 1 | 6 | 102 | COc1ccc(-n2cc(-c3ccccc3)c3c(NN4CCOCC4)ncnc32)cc1
104 | 49 | 9 | -1 | -1 | -1 | 5 | -3 | 102 | O=[N+]([O-])c1ccc(N2CCN(c3ccc(Cl)nn3)CC2)c(Cl)c1
108 | 15 | -8 | -1 | 10 | 2 | 5 | 11 | 106 | O=C(Nc1ccccc1C(=O)O)c1ccc2c(c1)C(=O)N(c1cccc([N+](=O)[O-])c1)C2=O
104 | 5 | -1 | -1 | 3 | 2 | 3 | -4 | 100 | Cc1ccc(OCC(=O)Nc2cccnc2Cl)cc1C
107 | 1 | 1 | 8 | 5 | 2 | 5 | -20 | 108 | CCc1ccc2oc(=O)cc(CN3CCN(CCO)CC3)c2c1
103 | -2 | 2 | 0 | -18 | 0 | 0 | 3 | 103 | Cc1ccc(-c2cc(C(=O)OCC(=O)N(C)C3CCS(=O)(=O)C3)c3ccccc3n2)c(C)c1 (stereo unspecified)
120 | 18 | -5 | 1 | 13 | 3 | 5 | 2 | 103 | CCn1cc(C(=O)NCCCN2CC(C)CC(C)C2)c(=O)c2cc(S(=O)(=O)N(C)C3CCCCC3)ccc21 (stereo unspecified)
101 | 30 | 7 | 6 | -12 | 1 | 2 | -2 | 99 | Cc1cc(NC(=O)c2cc(F)c(F)cc2Cl)no1
97 | 16 | 1 | -1 | 3 | 2 | 1 | -11 | 102 | COc1ccc(NC(=O)c2cc(=O)c3ccccc3o2)cn1
95 | -11 | -1 | 2 | 4 | 0 | 6 | -32 | 98 | CC1(C)CC(NC(=O)c2ccc(Br)o2)CC(C)(C)N1
100 | -1 | -2 | . | -4 | -3 | 7 | -23 | 98 | CCCCCc1c(C)nc(N2CCc3ccccc32)[nH]c1=O
101 | -6 | 2 | 6 | 7 | 2 | -1 | -10 | 101 | Cc1ccc(S(=O)(=O)NCC(=O)NCc2cc(=O)n(C)c(=O)n2C)cc1
100 | 0 | -2 | 3 | 2 | 1 | 2 | -9 | 101 | O=C(COc1ccccc1Cl)Nc1ccc2c(c1)C(=O)NC2=O
108 | 11 | -5 | -3 | 0 | 4 | -1 | -2 | 106 | CCOC(=O)N1CCN(CC(O)c2c[nH]c3ccccc23)CC1 (stereo unspecified)
102 | . | -14 | -2 | -37 | 1 | -2 | -6 | 98 | CCSc1nnc(NC(=O)CSc2nc(CC)nc3c2c(=O)n(C)c(=O)n3C)s1
105 | -29 | 17 | 2 | 7 | 2 | -5 | -7 | 109 | COc1ccc(/C(C)=N/N=C(N)N)c(O)c1
99 | 2 | 8 | 6 | 8 | -1 | -5 | -4 | 97 | CN(C)S(=O)(=O)c1ccc(Cl)c(NC(=O)CN2CCc3ccccc3C2)c1
106 | -3 | 4 | 1 | 5 | 1 | -6 | -2 | 101 | Cc1nc(C)c(-c2csc(Nc3ccc(F)cc3)n2)s1
99 | 0 | -9 | -3 | 18 | -2 | 5 | -2 | 99 | Cc1ccccc1NC(=O)Cc1nnc(SCC(=O)NC2CCCC2)n1C
94 | 2 | -4 | 3 | 4 | 0 | 6 | 1 | 94 | COC(=O)CNC(=O)Cn1cnc2sc(C)c(S(=O)(=O)N3CCC(C)CC3)c2c1=O
105 | 14 | -5 | -2 | 3 | 4 | 5 | -1 | 101 | CC(C)(C)c1ccc(-n2ncc3c2CCCC3NC(=O)CCn2cncn2)cc1 (stereo unspecified)
103 | -5 | -1 | 0 | 29 | 7 | . | 0 | 104 | COc1ccc(-c2cc(C(F)(F)F)c(C#N)c(SCC(=O)Nc3ccccc3C#N)n2)cc1
102 | 24 | 0 | 2 | 7 | 0 | -2 | -6 | 101 | O=C(NC1CCC(NC(=O)C(F)(F)C(F)F)CC1)C(F)(F)C(F)F (stereo unspecified)
88 | 8 | 6 | 1 | -18 | -5 | -3 | -2 | 96 | CSc1ccccc1-n1nnnc1SCc1ccccc1
96 | -12 | 3 | -2 | -15 | -2 | 1 | 4 | 103 | CC12CCC(c3c(C(=O)N4CCOCC4)nn(-c4ccccc4)c31)C2(C)C (stereo unspecified)
103 | . | -7 | 0 | 4 | 5 | -2 | 3 | 105 | Cc1cc(C(=O)NCCC2=CCCCC2)no1
105 | -8 | -5 | 7 | -3 | 4 | 5 | -25 | 103 | CCC(C)NC(=O)C1c2cc(OC)c(OC)cc2C(=O)N(C)C1c1ccc(OC)cc1 (stereo unspecified)
107 | 5 | 1 | 6 | -2 | 6 | 5 | -15 | 105 | CCC(C)(C)NC(=O)CN(C(=O)CCC(=O)Nc1nccs1)c1ccccc1C
102 | 4 | -5 | 1 | 6 | 11 | 1 | 3 | 102 | COc1ccc2c(C(=O)CN(C)C3CCCCC3)c[nH]c2c1
100 | -3 | 0 | 5 | 3 | 2 | 4 | -3 | 101 | Cc1cc(-c2ccc(S(=O)(=O)NCc3ccc(F)cc3)cc2)on1
93 | -5 | 16 | -1 | -73 | -1 | 3 | 2 | 98 | Cc1ccccc1C(=O)NNC(=S)NC(=O)c1cccs1
88 | 0 | 1 | 4 | -8 | -2 | -5 | -8 | 89 | COc1ccc(S(=O)(=O)NCCC(=O)NCc2ccc(F)cc2)cc1
103 | 0 | -1 | 0 | 3 | 1 | -1 | -20 | 104 | CC1(C)CCC[C@]2(C)[C@H]3CC(=O)O[C@]3(C)CC[C@@H]12
110 | 6 | -7 | 5 | 10 | 1 | 2 | -5 | 144* | Cn1c(Cn2cnc([N+](=O)[O-])n2)nnc1SCC(=O)Nc1ccccc1
103 | . | 2 | 7 | -3 | 0 | 8 | 3 | 101 | O=C(NCCc1c[nH]c2ccccc12)/C(=C\c1cccnc1)NC(=O)c1ccccc1Br
109 | -14 | 2 | -3 | 5 | 6 | 4 | 1 | 103 | C=CCn1c(COc2ccc(OC)cc2)nc2ccccc21
111 | 26 | -4 | 8 | 11 | 5 | 7 | -6 | 112 | CC(=O)Nc1cccc(S(=O)(=O)N2CCCCCC2)c1
96 | 12 | -13 | -4 | 2 | -7 | 1 | -4 | 98 | CCC(C)c1ccccc1NC(=O)c1cc(C)no1 (stereo unspecified)
